NCI-60 one-dose screen, 48 h, at 10 µM unless noted. Numbers give growth in % (100 = growth as untreated, 0 = no growth, -100 = all killed).
SK-MEL-5 = SK-MEL-5 melanoma | 80,000 tested, 6.4% active
M14 = M14 melanoma | 80,000 tested, 6.2% active | AID 1794745
A549/ATCC = A549/ATCC NSCLC; 81,000 tested, 3.7% active; AID 1794740
UACC-257 = UACC-257 melanoma; 78,000 tested, 4.4% active
UACC-62 = UACC-62 melanoma; 81,000 tested, 5.4% active; AID 1794756
SK-MEL-2 = SK-MEL-2 melanoma; 77,000 tested, 4.7% active; AID 1794763
MDA-MB-435 = MDA-MB-435 melanoma | 82,000 tested, 7.8% active
SK-MEL-28 = SK-MEL-28 melanoma; 81,000 tested, 4.1% active
* hit, by the source's call; . = no result given; & = joins results of further samples; [ ] = remark or other dose. How the source made its calls: active means growth percent below 10; inactive means the rest.

SMILES	SK-MEL-5	M14	A549/ATCC	UACC-257	UACC-62	SK-MEL-2	MDA-MB-435	SK-MEL-28
CC1(C)CC[C@]2(C(=O)O)CC[C@]3(C)C(=CCC4[C@@]5(C)C[C@@H](O)[C@@H]6OC(c7cccc(Cl)c7)OC[C@@]6(C)C5CC[C@]43C)C2C1 (stereo not given in full)	89	86	36	98	75	94	95	94
COc1cc(OC)c(N(C)C(=O)c2cc3c(s2)-c2ccccc2S(=O)(=O)C3)cc1Cl	92	106	99	100	107	80	110	118
Cc1ccc(S(=O)(=O)c2nc(S(=O)(=O)c3ccc(C)cc3)c(Cl)s2)cc1	76	24	93	67	40	42	50	29
COc1cc(-c2nn(-c3cccc(NC(=O)NCCNC(=O)c4ccccc4)c3)cc2-c2ccncc2)ccc1Cl	-73*	-5.5*	24	17	22	-21*	2.7*	7.2*
COc1cc(CNC(=O)C[C@H](C)CCC=C(C)C)ccc1OCc1cn(-c2cccc(Cl)c2)nn1	63	91	57	86	66	84	85	87
O=C(/C=C/c1ccccc1)c1ccc(Br)cc1	105	112	93	103	91	97	94	102
COc1ccc(C[C@H](N)C(=O)N[C@@H]2[C@@H](CO)OC(n3cnc4c(N(C)C)ncnc43)[C@@H]2O)cc1 (stereo not given in full)	-97*	-86*	-58*	-65*	-81*	-74*	-85*	-64*
COc1ccc(NC(=O)c2ccc(C(=O)Nc3ccc(OC)cc3)cc2)cc1	103	103	97	99	86	73	103	107
Cn1c(SCC(=O)c2ccc(F)cc2)nc2ccccc2c1=O	92	96	104	107	82	105	108	105
NC(=O)NC(=O)/C=C\C(=O)O	108	105	106	102	92	113	101	109
CCC(C)C1NC(=O)C(CCCCN)NC(=O)C(CCCCN)NC(=O)C(CC(C)C)NC(=O)C(CCCCN)NC(=O)C(C(C)CC)NC(=O)C(C(C)C)NC(=O)C(C(C)CC)NC(=O)C(CCCCN)NC(=O)C(CCCCN)NC(=O)C(C)NC(=O)C(CCCCN)NC(=O)C(CC(C)C)NC1=O (stereo not given)	2.1*	22	20	7.9*	22	29	26	48
Cn1cnc2c(=S)nc[nH]c21	96	.	118	116	97	106	95	131
C1=C2Sc3ccccc3N=C2c2ccccc2C1	41	90	61	97	100	.	118	93
Cc1ccc(COc2ccc(Cl)cc2Cn2ccnc2)cc1	64	82	77	95	75	96	83	103
CC(NC(=O)c1ccccc1)C(=O)O (stereo not given)	121&104	106&110	112&97	103&102	106&110	136&118	108&111	114&103
N#Cc1c(-c2ccccc2)cc(-c2ccccc2)n(CCCC(=O)Nc2ccccc2N)c1=O	48	40	57	78	34	46	-16*	66
O=C(Nc1nc2ccc(Br)cc2s1)c1ccccc1	95	105	95	98	85	100	80	101
COc1cc(OC)c2c(c1Cl)O[C@]1(C2=O)C(OCc2ccccc2)=CC(=NCCC(=O)O)C[C@H]1C	102	97	76	.	101	94	102	104
CC[C@H](CC[C@@H](C)[C@H]1CC[C@H]2[C@@H]3C/C(=N\OCCC#N)[C@@H]4C/C(=N/OCCC#N)CC[C@]4(C)[C@H]3CC[C@]12C)C(C)C	98[100 µM]	108[100 µM]	103[100 µM]	105[100 µM]	69[100 µM]	104[100 µM]	100[100 µM]	108[100 µM]
CCOCCCn1c(-c2ccoc2C)nnc1N1CCN(C(C)C(F)(F)F)CC1 (stereo not given)	101	99	101	102	98	108	101	99

Looked up one by one from the entries so far (3):
SMILES	SK-MEL-5	M14	A549/ATCC	UACC-257	UACC-62	SK-MEL-2	MDA-MB-435	SK-MEL-28
COc1cc(-c2nn(-c3cccc(NC(=O)NCCNC(=O)c4ccccc4)c3)cc2-c2ccncc2)ccc1Cl	-73*	-5.5*	24	17	22	-21*	2.7*	7.2*
CC[C@H](CC[C@@H](C)[C@H]1CC[C@H]2[C@@H]3C/C(=N\OCCC#N)[C@@H]4C/C(=N/OCCC#N)CC[C@]4(C)[C@H]3CC[C@]12C)C(C)C	98[100 µM]	108[100 µM]	103[100 µM]	105[100 µM]	69[100 µM]	104[100 µM]	100[100 µM]	108[100 µM]
COc1cc(OC)c2c(c1Cl)O[C@]1(C2=O)C(OCc2ccccc2)=CC(=NCCC(=O)O)C[C@H]1C	102	97	76	.	101	94	102	104

Following part:
SMILES	SK-MEL-5	M14	A549/ATCC	UACC-257	UACC-62	SK-MEL-2	MDA-MB-435	SK-MEL-28
Nc1nc(CF)cc(=O)[nH]1	100	106	94	88	101	89	104	102
COc1ccc2c(c1)c(-c1nc(N)nnc1-c1c[nH]c3ccccc13)cn2C	26	30	48	67	26	53	-48*	54
CC1(C)O[C@@H]2C[C@H]3[C@@H]4CCC5=CC(=O)C=C[C@]5(C)[C@@]4(F)[C@@H](O)C[C@]3(C)[C@]2(C(=O)CO)O1	92	81	65	99	97	109	104	110
O=[N+]([O-])c1ccc(Nc2cccc3cccnc23)c2nonc12	76	86	87	80	81	94	91	104
Cc1ccc2oc(=O)cc(C3c4ccc([nH]4)C(c4cc(=O)oc5ccc(C)cc45)c4ccc([nH]4)C(c4cc(=O)oc5ccc(C)cc45)c4ccc([nH]4)C(c4cc(=O)oc5ccc(C)cc45)c4ccc3[nH]4)c2c1 (stereo not given)	.	-72*	-25*	-68*	-57*	-73*	-76*	-53*
CC(C)(N)COCOCC(C)(C)N	111	110	104	.	111	.	107	113
COc1cc2oc(-c3cccc(C(=O)Nc4ccc(Cl)cc4)c3)cc(=O)c2c(OCCNC(=O)[C@H](Cc2ccccc2)NC(=O)OC(C)(C)C)c1OC	107	105	102	100	95	111	100	104
COc1cc2c(cc1OC)-c1cc3c(O)[nH]c(=S)n3c(=O)c1=N2	102	95	100	96	93	105	102	105
Cn1cc(-c2nc(N)nnc2-c2ccccn2)c2cc(Br)ccc21	92	103	95	95	86	99	109	106
N#CCSc1nc(-c2cc3ccccc3o2)cc(-c2ccc(Cl)cc2)c1C#N	89	106	114	.	73	77	114	102
Cc1ccc(/C=C2\S/C(=N/c3nccs3)N(C)C2=O)cc1	87	106	94	102	85	104	98	104
CC(=O)c1ccc(NC(=O)Cn2nc(C(F)(F)F)nc2N)cc1	108	103	79	85	101	100	106	114
NC(=O)[C@H]1O[C@@H](n2cnc3c(=O)[nH]c(N)nc32)[C@H](O)[C@@H]1O	101	107	108	105	99	109	100	106
Cc1n[nH]c(C)c1N=Nc1ccc2oc(=O)ccc2c1	90	66	86	101	66	57	85	97
Cc1ccc(C)c2c1SC1=NNC(N3CCNCC3)=C(C#N)C(=N)N12	96	115	105	107	103	117	108	111
c1cc(OCCN2CCCCCC2)ccc1CNc1ccc2nc(CCC3CCCCC3)[nH]c2c1	-86*	-70*	71	32	84	75	41	-8.1*
CC(=O)CC(=O)NCc1ccccc1	111	96	100	106	103	96	102	106
COc1cc(NC(=O)c2ccccc2-c2ccccc2)c(C(N)=O)cc1OC	102	110	101	113	97	101	110	108
O=[N+]([O-])c1cc2c(c([N+](=O)[O-])c1)OCOC2	104	104	.	.	100	97	105	102
CCC(=O)c1c(Cl)c(Cl)c(Cl)c(Cl)c1C(=O)O	100	105	107	98	107	88	103	103
O=[N+]([O-])c1cccc(/C=N/NC(=S)NC23CC4CC(CC(C4)C2)C3)c1	86	89	57	76	84	96	85	85
CC(C)(C)OC(=O)CCC(NC(=O)OCC1c2ccccc2-c2ccccc21)C(=O)NC(Cc1c[nH]c2ccccc12)C(=O)NC(CCCCNC(=O)OC(C)(C)C)C(=O)N1CCCC1C(=O)NCC(N)=O (stereo not given)	98	100	96	88	94	87	95	120
c1ccc2c(c1)Nc1cc3ccccc3cc1N2	-76*	24	42	37	53	84	-17*	83
O=C(N/N=C/c1ccccc1O)C(O)(c1ccccc1)c1ccccc1	62	57	53	69	52	107	65	70
N#Cc1cnc(=S)n(-c2cc(C(F)(F)F)cc(C(F)(F)F)c2)c1N	99	104	103	108	97	100	107	104
COc1ccc2oc3c4[nH]c5ccccc5c4c4c(c3c2c1)C(=O)N(C(=O)OC(C)(C)C)C4=O	-99*	-45*	0.5*	-53*	-77*	-47*	-26*	-45*
C=C1CC[C@@H]2[C@]3(C)COC(c4ccco4)O[C@@H]3CC[C@@]2(C)[C@@H]1C/C=C1/C(=O)OCC1OC(C)=O (stereo not given in full)	44	19	39	59	34	59	32	60
C=CCNc1ccc2c3c(cccc13)C(=O)N(N1C(=O)c3cccc4cccc(c34)C1=O)C2=O	102	102	98	98	96	107	101	108
CC(=O)Oc1cc([N+](=O)[O-])c2ncccc2c1	73	109	99	97	89	112	106	115
CC(C)(C)n1nnnc1C(Nc1cccc([N+](=O)[O-])c1)c1cccc(Oc2ccccc2)c1 (stereo not given)	88	94	82	74	72	86	94	107
Cc1ccc(C)c(OCC(=O)O)c1	.	113	130	120	112	120	116	119
CC1(C)OC2OC(COC(=O)c3ccccc3)C(OS(C)(=O)=O)C2O1 (stereo not given)	105	99	98	105	105	.	104	105
COc1cc([N+](=O)[O-])ccc1N=Nc1cc(S(=O)(=O)O)c2cccc(S(=O)(=O)O)c2c1O	89	96	106	101	99	96	96	112
O=C1c2ccccc2-c2c(Br)c3ccccc3c(=O)n21	100	114	94	101	94	109	99	101
COc1cc(-c2cc(/C=C3\C(=O)Nc4ccccc43)[nH]n2)cc(OC)c1OC	-57*	33	55	23	-11*	28	39	60
C[N+]1(CCCCCCCCCC[N+]2(C)CCCCCC2)CCCCCC1	115	107	99	107	100	120	107	114
Fc1ccccc1-c1ccccc1	106	106	103	104	101	103	100	104
COc1c(F)ccc(C(=O)Nc2ccc3nc(NC(=O)C4CCCNC4)sc3c2)c1F (stereo not given)	80	58	69	92	79	87	87	74
Nc1c(Cl)cc(Cl)cc1C(=O)O	99	.	117	118	95	106	111	91
CCOC(=O)C1=C(C)N=C2Sc3ccccc3N2C1c1cn(-c2ccccc2)nc1-c1ccc(F)cc1 (stereo not given)	90	89	72	90	71	73	104	112
COC1=CC(c2ccc[nH]2)=N/C1=C\c1[nH]c(C)c(C(=O)OC(C)C)c1C	-100*	-68*	-21*	-38*	-63*	-62*	-66*	-55*
COC(=O)Nc1nc2ccc(C(=O)c3ccccc3N(C)C3COC3)cc2[nH]1	23	13	42	38	27	24	-42*	64
O=C(C[n+]1cc(Br)cc(Br)c1)c1ccc2c(c1)CCCC2	99	94	84	100	97	95	97	106
C[C@H]1COc2c(N3CCN(C)CC3)c(F)cc3c(=O)c(C(=O)NO)cn1c23	101	103	97	.	100	95	102	108
COc1cc2cc(c1Cl)N(C)C(=O)C[C@H](OC(=O)[C@H](C)N(C)C(=O)CCS)C[C@]1(C)O[C@H]1[C@H](C)[C@@H]1C[C@@](O)(NC(=O)O1)[C@H](OC)/C=C/C=C(\C)C2	-33*	1.7*	16	69	37	20	-16*	57
CC1=C2[C@@H](CC1)[C@]1(C)O[C@@](C3CC3)(C[C@H]1OC(=O)CO)[C@H]2OC(=O)/C=C/c1ccccc1	93	96	79	92	73	97	104	107
CC1Cc2c(ncn3c(-c4ccccc4)nnc23)N(C)c2ccccc21 (stereo not given)	96	102	84	101	91	95	114	112
CCOC(=O)Nc1ccc(Cl)cc1	98	102	98	106	94	96	88	115
N#Cc1nnn(-c2ccc(S(N)(=O)=O)cc2)c1/N=C/c1ccc(Cl)cc1	.	104	84	99	94	102	98	104
CCOC(=O)/C(C)=N/Nc1ccccc1	99	96	98	96	95	99	91	106
CCC1(C2=CCCCC2)C(=O)NC(=S)N=C1N (stereo not given)	109	103	101	108	92	106	103	106
O=C(COc1ccc(-c2nc3cc(Cl)c(Cl)cc3[nH]2)cc1)N=Nc1c(O)[nH]c2ccccc12	.	-22*	29	54	1.8*	15	26	-49*
O=C1OC(c2ccc(Cl)c(Cl)c2)=C/C1=C/c1cccc([N+](=O)[O-])c1	102	106	97	103	89	102	104	105
C[N+]1(CCc2ccccc2)CC[N+](C)(CCc2ccccc2)CC1 (stereo not given)	103	105	100	105	99	102	104	105
O=C(Cn1nncc1CN1C(=O)CSC1=O)Nc1cccc(O)c1	101	107	106	102	96	107	111	.
C=C(C)[C@@H]1CC[C@]2(C(=O)NCCCN)CC[C@]3(C)[C@H](CC[C@@H]4[C@@]5(C)CC[C@H](O)C(C)(C)[C@@H]5CC[C@]43C)[C@@H]12	-24*[100 µM]	5.1*[100 µM]	-4.7*[100 µM]	-47*[100 µM]	-23*[100 µM]	-24*[100 µM]	-32*[100 µM]	-31*[100 µM]
N#CC(C(=O)/C(=N/NC(=O)c1ccccc1O)C(C#N)c1ccccc1)c1ccccc1 (stereo not given)	82	46	20	46	22	69	24	84
COc1cccc(/C=C2\N=C(Nc3ccc(O)cc3)NC2=O)c1	91	93	102	104	91	101	83	96
Cc1nc(Nc2ccc(Cl)cc2)sc1C(=O)/C=C/c1c(Cl)cccc1Cl	93	95	82	104	74	96	91	108
NNC(=O)CCCO	100	108	100	101	118	.	102	105

(more compounds)
SMILES	SK-MEL-5	M14	A549/ATCC	UACC-257	UACC-62	SK-MEL-2	MDA-MB-435	SK-MEL-28
S=C(Nc1ccccc1)Oc1ccc(-c2cssc2=S)cc1	98	97	98	94	96	97	106	102
O=C(Nc1nc(-c2ccccc2)cs1)c1cc(-c2ccc(Br)cc2)nc2ccccc12	55	75	37	56	50	67	77	68
CN(C)CCC=C1c2ccccc2CCc2ccccc21	84	55	86	65	87	100	73	113
NS(=O)(=O)c1ccc(NC(=O)CSc2ccc(-c3ccc4ccccc4c3)nn2)cc1	100	110	104	107	92	110	112	107
Cc1ccc(-c2nc3cc4nc5ccccc5[nH]c4cc3n2)cc1	96	97	101	104	97	96	110	104

Three neighbouring compounds out of the list so far, for reference:
SMILES	SK-MEL-5	M14	A549/ATCC	UACC-257	UACC-62	SK-MEL-2	MDA-MB-435	SK-MEL-28
CN(C)CCC=C1c2ccccc2CCc2ccccc21	84	55	86	65	87	100	73	113
NS(=O)(=O)c1ccc(NC(=O)CSc2ccc(-c3ccc4ccccc4c3)nn2)cc1	100	110	104	107	92	110	112	107
Cc1ccc(-c2nc3cc4nc5ccccc5[nH]c4cc3n2)cc1	96	97	101	104	97	96	110	104

High-throughput results deposited in PubChem by NCI.
